Compound activity: PubChem BioAssay, several laboratories
PPARg SRC3 recr: promotes SRC-3 coactivator recruitment by human PPARgamma; biochemical PPARgamma/SRC-3 coactivator recruitment assay; activation, % at 8 µM; 0.26% of 200,000 active; in the data active means activation above about 23%;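 further: 0% = DMSO and 100% = reference agonist; some compounds past the cut are filed as inactive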
L major viab: inhibitors of Leishmania major promastigote growth. 9% of 200,000 active. Leishmania major promastigotes, resazurin fluorescence viability. AID 1063. inhibition, % at 10 µM; in the data active means inhibition above about 50%;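 further: promastigotes grown with compound for 44 hours at 28 °C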
S1P3 antag: antagonists of human S1P3 receptor; 0.27% of 170,000 active; CHO S1P3 NFAT-BLA reporter, FRET fluorescence, antagonist mode; Q99500; inhibition, % at 4.98 µM;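 active means inhibition above the plate cutoff, the mean inhibition of test wells on that plate plus 3 SD, cut at about 28% in these data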;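 further: cells challenged with S1P at its EC80 of 0.8 µM; blue over green emission ratio from cleaved BLA substrate after 4 h stimulation; 0% = S1P-stimulated wells and 100% = unstimulated DMSO-only wells; some compounds past the cut are filed as inactive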
Target sequence (Q99500 whole entry, looked up): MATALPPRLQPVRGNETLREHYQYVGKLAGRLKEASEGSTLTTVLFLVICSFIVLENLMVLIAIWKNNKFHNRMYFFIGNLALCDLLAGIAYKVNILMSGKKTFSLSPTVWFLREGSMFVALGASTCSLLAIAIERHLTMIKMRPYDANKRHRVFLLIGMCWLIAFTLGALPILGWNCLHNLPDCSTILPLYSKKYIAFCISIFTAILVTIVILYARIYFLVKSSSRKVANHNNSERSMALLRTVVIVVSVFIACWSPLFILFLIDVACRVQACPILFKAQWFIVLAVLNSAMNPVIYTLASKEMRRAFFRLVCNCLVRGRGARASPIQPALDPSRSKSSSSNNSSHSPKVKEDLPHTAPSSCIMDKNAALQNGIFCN
TLR4 MyD88 comp: blocks binding of human TLR4 to MyD88. 0.18% of 200,000 active. inhibition, % at 8.4 µM. O00206+Q99836. HeLa CL3-4 TLR4/MyD88 BLA complementation, FRET ratio; in the data active means inhibition above about 25%;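 further: 0% = vehicle and 100% = reference inhibitor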
ROMK mod: modulators of human ROMK potassium channel. 2% of 130,000 active. Tet-inducible ROMK, thallium flux fluorescence; actives lie on both sides. B-score at 10 µM. P48048;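 active means signal ratio slope over the read window, or its plate-corrected B-score, at least 3 SD from the plate mean, either direction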;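 further: B-score of the F/F0 ratio slope over 7 to 12 s after thallium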
Target sequence (P48048 whole entry, looked up): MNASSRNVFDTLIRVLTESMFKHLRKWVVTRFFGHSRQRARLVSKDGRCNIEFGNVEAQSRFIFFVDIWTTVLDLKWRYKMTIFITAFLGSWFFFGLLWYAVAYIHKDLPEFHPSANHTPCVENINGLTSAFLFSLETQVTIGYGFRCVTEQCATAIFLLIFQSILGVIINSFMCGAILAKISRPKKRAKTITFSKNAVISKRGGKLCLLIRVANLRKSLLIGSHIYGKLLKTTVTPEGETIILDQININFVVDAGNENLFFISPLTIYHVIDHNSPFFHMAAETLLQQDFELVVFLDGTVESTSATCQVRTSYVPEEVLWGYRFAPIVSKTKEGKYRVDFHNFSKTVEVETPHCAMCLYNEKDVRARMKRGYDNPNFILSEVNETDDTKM
SRC2 TRFRET art: TR-FRET artefact, counter-screen to PPARgamma/SRC-2 agonist assay; AID 1049; 0.4% of 200,000 active; TR-FRET ratio at 8 µM; hits give high values; in the data active means TR-FRET ratio above about 2000; further: inactives centre near 1500; reference of the scale not given here
bIAP inh: intestinal alkaline phosphatase (bovine) inhibition | AID 1019 | 190,000 tested, under 10 active | inhibition, % at 20 µM | purified bovine IAP, CDP-star luminescence, 30 min;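 active means over 50% inhibition of intestinal alkaline phosphatase at 20 µM in the single-dose screen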
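Assay system: bovine IAP enzyme; medium: DEA buffer 100 mM, pH 9.8, with MgCl2 1.0 mM, ZnCl2 0.02 mM; doses: 20 µM single dose; incubation: enzyme reaction for 30 min at room temperature; detection: CDP-star luminescence signal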
PPARg SRC2 recr: agonists of SRC-2 recruitment by human PPARgamma | P37231 | PPARgamma LBD-SRC-2 recruitment, biochemical | activation, % at 8 µM | 0.34% of 200,000 active; in the data active means activation above about 22%;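 further: 0% = vehicle and 100% = reference agonist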
bIAP activator: intestinal alkaline phosphatase (bovine) activation; 0.17% of 200,000 active; purified bovine IAP, CDP-star luminescence, 30 min; hits give high values; fold of DMSO-control signal, blank-subtracted; activation factor at 20 µM;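 active means activation factor of 2 or more at 20 µM, a signal rise over negative controls twice the positive control's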
DTT redox prof: compounds producing H2O2 with reducing agent – biochemical, NIH compound library profiling, artefact control for MLSCN library redox annotation, primary screen; activation, % at 10 µM; AID 878; 0.03% of 200,000 active; DTT-dependent redox cycling H2O2, phenol red/HRP absorbance; 100% = 100 µM peroxide control, 0% = buffer;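 active means activation of at least 50% relative to the plate's high and low controls in the primary single-dose screen; inactive means activation below 50%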;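 further: compound incubated with DTT at 0.8 mM final as the reducing agent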
PPARg SRC-1 ag: agonists of human PPARgamma SRC-1 coactivator recruitment. P37231. PPARgamma-SRC-1 coactivator recruitment biochemical assay. activation, % at 8 µM. 0.41% of 200,000 active. AID 631; in the data active means activation above about 19%;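 further: 0% = DMSO and 100% = reference agonist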
* marks the source's active call; other numbers are inactive results.

Screening Cc1cc(Br)c(NC(=O)COC(=O)CSc2nnc(-c3ccc(Cl)cc3)o2)c(Br)c1 returned PPARg SRC3 recr -1, L major viab 52*, S1P3 antag -14, TLR4 MyD88 comp -6, ROMK mod 1.1, SRC2 TRFRET art 1484, bIAP inh 2, PPARg SRC2 recr 5, bIAP activator 1 and PPARg SRC-1 ag 8.
c1ccc2c(-c3cn4ccccc4n3)c[nH]c2c1 was read as PPARg SRC3 recr 9, L major viab 3, S1P3 antag 4, TLR4 MyD88 comp -7, ROMK mod -1.3, SRC2 TRFRET art 1780, bIAP inh -2, PPARg SRC2 recr 19, bIAP activator 1, DTT redox prof -0.1 and PPARg SRC-1 ag 2.
`Cc1ccc(NC(=O)c2ccc3ccccc3n2)nc1` gave PPARg SRC3 recr -1, L major viab 27, S1P3 antag 0, TLR4 MyD88 comp -10, SRC2 TRFRET art 1484, bIAP inh 9, PPARg SRC2 recr 8, bIAP activator 0.9, DTT redox prof 3.9 and PPARg SRC-1 ag 8.
CC(=O)Nc1ccc(NC(=O)/C(=C/c2ccco2)NC(=O)c2ccccc2)cc1 was read as PPARg SRC3 recr 4, L major viab -3, S1P3 antag 18, TLR4 MyD88 comp 4, ROMK mod 0.1, SRC2 TRFRET art 1690, bIAP inh -15, PPARg SRC2 recr 0, bIAP activator 1.2, DTT redox prof 0.0 and PPARg SRC-1 ag 3.
`COC(=O)c1ccccc1C(=O)N1CCOCCN(C(=O)c2ccccc2C(=O)OC)CCOCC1` gave PPARg SRC3 recr 1, L major viab -8, S1P3 antag -12, TLR4 MyD88 comp 14, SRC2 TRFRET art 1621, bIAP inh 42, PPARg SRC2 recr 10, bIAP activator 0.6, DTT redox prof -0.3 and PPARg SRC-1 ag -1.
Cn1c(=O)c2c(nc(NCc3ccccc3)n2Cc2ccc(F)cc2)n(C)c1=O was read as PPARg SRC3 recr -4, L major viab 26, S1P3 antag 15, TLR4 MyD88 comp -18, SRC2 TRFRET art 1490, bIAP inh 12, PPARg SRC2 recr -10, bIAP activator 0.9, DTT redox prof -1.0 and PPARg SRC-1 ag 13.
Screening COc1ccc([N+](=O)[O-])cc1NC(=O)CCCOc1ccccc1 returned PPARg SRC3 recr -2, L major viab -7, S1P3 antag 8, TLR4 MyD88 comp -10, ROMK mod -0.46, SRC2 TRFRET art 1525, bIAP inh -17, PPARg SRC2 recr -1, bIAP activator 1.2, DTT redox prof -0.2 and PPARg SRC-1 ag -7.
`COc1ccc(C)cc1NC(=O)CSc1nc(SC)ns1` gave PPARg SRC3 recr -8, L major viab 1, S1P3 antag -1, TLR4 MyD88 comp -2, SRC2 TRFRET art 1353, bIAP inh 14, PPARg SRC2 recr -10, bIAP activator 0.9, DTT redox prof -0.9 and PPARg SRC-1 ag -3.
`COc1ccc(CC(=O)c2ccc(OC)c(OC)c2)cc1` gave PPARg SRC3 recr -1, L major viab 11, S1P3 antag 0, TLR4 MyD88 comp -8, ROMK mod -0.022, SRC2 TRFRET art 1550, bIAP inh 1, PPARg SRC2 recr 3, bIAP activator 1, DTT redox prof -0.4 and PPARg SRC-1 ag -2.
Cc1ccc(OCC(=O)c2cc(C)n(C3CC3)c2C)c([N+](=O)[O-])n1 was read as PPARg SRC3 recr -4, L major viab 10, S1P3 antag -5, TLR4 MyD88 comp 5, SRC2 TRFRET art 1515, bIAP inh 12, PPARg SRC2 recr -4, bIAP activator 0.9, DTT redox prof 0.4 and PPARg SRC-1 ag -7.
Screening COCc1cc(=O)[nH]c(SCC(=O)Nc2ccccc2)n1 returned PPARg SRC3 recr 7, L major viab -6, S1P3 antag 11, TLR4 MyD88 comp 3, ROMK mod 0.28, SRC2 TRFRET art 1430, bIAP inh 1, PPARg SRC2 recr 3, bIAP activator 1, DTT redox prof -1.9 and PPARg SRC-1 ag 1.
Screening COc1ccc(C(C#N)(CCC#N)CCC#N)cc1OC returned PPARg SRC3 recr 2, L major viab -1, S1P3 antag -8, TLR4 MyD88 comp -1, ROMK mod 0.21, SRC2 TRFRET art 1479, bIAP inh -2, PPARg SRC2 recr 1, bIAP activator 1, DTT redox prof -0.1 and PPARg SRC-1 ag -1.
`Cc1ccc(NC(=O)c2cc(NC(=O)C3CC=CCC3C(=O)O)ccc2N2CCOCC2)cc1Cl` (stereo not given) gave PPARg SRC3 recr 1, L major viab -4, TLR4 MyD88 comp 9, SRC2 TRFRET art 1553, bIAP inh -6, PPARg SRC2 recr 3, bIAP activator 1.1, DTT redox prof 0.3 and PPARg SRC-1 ag 4.
Screening CC(=O)Nc1ccc(NC(=O)[C@@H]2CCCC[C@@H]2C(=O)O)cc1 returned PPARg SRC3 recr 0, L major viab -8, S1P3 antag 12, TLR4 MyD88 comp 6, ROMK mod -0.26, SRC2 TRFRET art 1598, bIAP inh 11, PPARg SRC2 recr 7, bIAP activator 0.9, DTT redox prof -1.5 and PPARg SRC-1 ag 2.
Screening Cn1c(Cc2ccccc2)nnc1SCc1ccc(C(=O)O)cc1 returned PPARg SRC3 recr 3, L major viab 0, S1P3 antag -6, TLR4 MyD88 comp -2, ROMK mod 0.47, SRC2 TRFRET art 1576, bIAP inh -11, PPARg SRC2 recr -1, bIAP activator 1.1, DTT redox prof -0.1 and PPARg SRC-1 ag 11.
For O=C(c1cc(=O)[nH]c2ccccc12)N1CCN(S(=O)(=O)c2ccc3ccccc3c2)CC1 the results were PPARg SRC3 recr 2, L major viab -2, TLR4 MyD88 comp 7, SRC2 TRFRET art 1463, bIAP inh 14, PPARg SRC2 recr 7, bIAP activator 0.9, DTT redox prof -4.2 and PPARg SRC-1 ag 5.
For CCOc1cccc(OCCOc2ccccc2[N+](=O)[O-])c1 the results were PPARg SRC3 recr 3, L major viab 13, TLR4 MyD88 comp 0, SRC2 TRFRET art 1598, bIAP inh 13, PPARg SRC2 recr 6, bIAP activator 0.9, DTT redox prof 2.0 and PPARg SRC-1 ag 3.
`Cc1cc(C)cc(N=c2c([N+](=O)[O-])nn(-c3ccc4c(c3)OCCO4)n2O)c1` gave PPARg SRC3 recr 4, L major viab 85*, S1P3 antag 2, TLR4 MyD88 comp -18, ROMK mod 1.6, SRC2 TRFRET art 1634, bIAP inh 25, PPARg SRC2 recr -1, bIAP activator 0.7, DTT redox prof -0.6 and PPARg SRC-1 ag 7.
Screening COc1ccc(/C=C/C(=O)OCc2cc(=O)n3c(n2)sc2ccccc23)cc1 returned PPARg SRC3 recr -10, L major viab -4, S1P3 antag -5, TLR4 MyD88 comp -9, SRC2 TRFRET art 1339, bIAP inh 16, PPARg SRC2 recr 0, bIAP activator 0.8, DTT redox prof 0.6 and PPARg SRC-1 ag -4.
Screening CC1CCCCN1c1ncnc2ccccc12 (stereo not given) returned PPARg SRC3 recr 9, L major viab 10, TLR4 MyD88 comp -16, ROMK mod -1.9, SRC2 TRFRET art 1533, bIAP inh 7, PPARg SRC2 recr 10, bIAP activator 0.9, DTT redox prof -0.3 and PPARg SRC-1 ag 6.
Screening N#C/C(=C\c1ccccc1)c1ccccn1 returned PPARg SRC3 recr -3, L major viab 4, S1P3 antag 0, TLR4 MyD88 comp -19, ROMK mod -0.52, SRC2 TRFRET art 1446, bIAP inh 0, PPARg SRC2 recr 4, bIAP activator 1, DTT redox prof -2.0 and PPARg SRC-1 ag -1.
`S=C1NC2=C(CCCC2=C2SCCCS2)C(c2ccccc2)N1` (stereo not given) gave PPARg SRC3 recr -2, L major viab 32, S1P3 antag -19, TLR4 MyD88 comp -17, ROMK mod -1.3, SRC2 TRFRET art 1529, bIAP inh 18, PPARg SRC2 recr 4, bIAP activator 0.8, DTT redox prof 0.6 and PPARg SRC-1 ag -4.
Nc1nnc(CCN2C(=O)CSC2=O)s1 was read as PPARg SRC3 recr 4, L major viab -8, S1P3 antag -18, TLR4 MyD88 comp -2, ROMK mod 0.098, SRC2 TRFRET art 1511, bIAP inh 23, PPARg SRC2 recr 4, bIAP activator 0.8, DTT redox prof -2.1 and PPARg SRC-1 ag 8.
`COc1ccc(C(=O)c2oc3ccccc3c2N)cc1` gave PPARg SRC3 recr -10, L major viab 12, S1P3 antag -1, TLR4 MyD88 comp 10, ROMK mod -0.56, SRC2 TRFRET art 1395, bIAP inh 46, PPARg SRC2 recr 3, bIAP activator 0.5, DTT redox prof 2.4 and PPARg SRC-1 ag -4.
COc1ccccc1NC(=O)CCC(=O)N/N=C(/C)c1ccc(C)cc1 was read as PPARg SRC3 recr 4, L major viab 21, S1P3 antag -5, TLR4 MyD88 comp -7, ROMK mod -0.91, SRC2 TRFRET art 1797, bIAP inh -2, PPARg SRC2 recr 11, bIAP activator 1, DTT redox prof -0.9 and PPARg SRC-1 ag 2.
COC(=O)N/N=C/c1cc(C)n(-c2ccccc2)c1C was read as PPARg SRC3 recr 5, L major viab 11, S1P3 antag -21, TLR4 MyD88 comp -22, ROMK mod 0.86, SRC2 TRFRET art 1645, bIAP inh 10, PPARg SRC2 recr 12, bIAP activator 0.9, DTT redox prof -0.5 and PPARg SRC-1 ag -1.
Nc1cc(N2CCCCC2)c(Cl)cc1[N+](=O)[O-] was read as PPARg SRC3 recr 6, L major viab 2, TLR4 MyD88 comp 1, SRC2 TRFRET art 1677, PPARg SRC2 recr 6, bIAP activator 0.3, DTT redox prof -0.8 and PPARg SRC-1 ag -6.
Cc1nc(Nc2ccncc2)c2oc3ccccc3c2n1 was read as PPARg SRC3 recr -2, L major viab 23, TLR4 MyD88 comp 1, ROMK mod -0.33, SRC2 TRFRET art 1585, bIAP inh 32, PPARg SRC2 recr -3, bIAP activator 0.7, DTT redox prof 0.1 and PPARg SRC-1 ag -4.

As a working copy, some entries already given.
`S=C1NC2=C(CCCC2=C2SCCCS2)C(c2ccccc2)N1` (stereo not given) gave PPARg SRC3 recr -2, L major viab 32, S1P3 antag -19, TLR4 MyD88 comp -17, ROMK mod -1.3, SRC2 TRFRET art 1529, bIAP inh 18, PPARg SRC2 recr 4, bIAP activator 0.8, DTT redox prof 0.6 and PPARg SRC-1 ag -4.
Nc1nnc(CCN2C(=O)CSC2=O)s1 was read as PPARg SRC3 recr 4, L major viab -8, S1P3 antag -18, TLR4 MyD88 comp -2, ROMK mod 0.098, SRC2 TRFRET art 1511, bIAP inh 23, PPARg SRC2 recr 4, bIAP activator 0.8, DTT redox prof -2.1 and PPARg SRC-1 ag 8.
`COc1ccc(C(=O)c2oc3ccccc3c2N)cc1` gave PPARg SRC3 recr -10, L major viab 12, S1P3 antag -1, TLR4 MyD88 comp 10, ROMK mod -0.56, SRC2 TRFRET art 1395, bIAP inh 46, PPARg SRC2 recr 3, bIAP activator 0.5, DTT redox prof 2.4 and PPARg SRC-1 ag -4.
COc1ccccc1NC(=O)CCC(=O)N/N=C(/C)c1ccc(C)cc1 was read as PPARg SRC3 recr 4, L major viab 21, S1P3 antag -5, TLR4 MyD88 comp -7, ROMK mod -0.91, SRC2 TRFRET art 1797, bIAP inh -2, PPARg SRC2 recr 11, bIAP activator 1, DTT redox prof -0.9 and PPARg SRC-1 ag 2.
